Diaph inh CS = diaphorase inhibitors and chemical oxidizers, primary screen, counter-screen for diaphorase-coupled primary assays, biochemical, uHTS, resorufin fluorescence; diaphorase resazurin-to-resorufin fluorescence, NADH, 16 min; bacterial (C. kluyveri) enzyme, not human; inhibition, % at 20 µM; 190,000 compounds, 0.69% hits; AID 1217, 2008;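 active = primary screen inhibition at 20 µM above a set limit, cut at about 50% in these data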;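 note: plate controls were DMSO with full reaction for no effect and wells lacking NADH for full effect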
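System: Diaphorase enzyme from Clostridium kluyveri | Amount: Enzyme working solution with 0.14 U/mL diaphorase | Benchmarks: No-NADH positive control and DMSO neutral control | Signal: Fluorescence of resorufin formed from resazurin, Ex 544/Em 590 nm | Schedule: 16-min room-temperature incubation before reading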
STAT1 blocker = STAT1 signaling inhibitors, primary screen, cell-based, HTS, luciferase reporter; NIH 3T3 STAT1-luciferase reporter, IFN-gamma, luminescence; inhibition, % at 5.5 µM; 200,000 compounds, 0.35% hits;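 active = inhibition above a set limit, the mean inhibition across all tested compounds plus 3 SD, cut at about 34% in these data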;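 note: 0% = IFN-gamma with DMSO and 100% = IFN-gamma with 300 µM nifuroxazide; values of inactives mirror those of a sister screen read the other way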
Diaphorase act = compounds boosting diaphorase resazurin reduction – biochemical, uHTS, resorufin fluorescence, counter-screen for diaphorase-coupled primary assays, primary screen; Diaphorase/resazurin coupled assay, 16 min; active compounds read high; 1 = vehicle wells, 0 = NADH-free wells; activation factor at 20 µM; 190,000 compounds, 0.005% hits;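 active = diaphorase activity raised at least twofold by the compound at 20 µM; inactive = activation factor below 2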
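Material: purified diaphorase enzyme from Clostridium kluyveri / Medium: HEPES pH 7.4 buffer with MgCl2 and Tween 20 / Schedule: enzyme reaction of 16 min at room temperature / Measured by: resorufin fluorescence, excitation 544 nm, emission 590 nm / Evaluation: rise in resorufin formation, marking diaphorase activation or chemical reduction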
APP transl inh = inhibitors of APP translation via 5'UTR reporter, primary screen, APP 5'UTR luciferase, SH-SY5Y cells. SH-SY5Y APP 5'UTR-luciferase reporter, luminescence. inhibition, % at 2 µM. 190,000 compounds, 0.82% hits;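 active = inhibition above a set limit, derived from the sample mean plus 3 SD, cut at about 45% in these data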; note: values of inactives mirror those of a sister screen read the other way
TLR4-MyD88 BLA = inhibitors of TLR4-MyD88 association in cells, primary screen, cell-based, HeLa CL3-4, BLA complementation, FRET ratio; HeLa CL3-4 TLR4/MyD88 BLA complementation; Toll-like receptor 4 (Homo sapiens) + Myeloid differentiation primary response protein …; 200,000 compounds, 0.18% hits; inhibition, % at 8.4 µM; AID 861, 2007; in the data active = inhibition above about 25%;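 note: 0% = vehicle and 100% = reference inhibitor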
Target sequence (O00206 whole entry, looked up): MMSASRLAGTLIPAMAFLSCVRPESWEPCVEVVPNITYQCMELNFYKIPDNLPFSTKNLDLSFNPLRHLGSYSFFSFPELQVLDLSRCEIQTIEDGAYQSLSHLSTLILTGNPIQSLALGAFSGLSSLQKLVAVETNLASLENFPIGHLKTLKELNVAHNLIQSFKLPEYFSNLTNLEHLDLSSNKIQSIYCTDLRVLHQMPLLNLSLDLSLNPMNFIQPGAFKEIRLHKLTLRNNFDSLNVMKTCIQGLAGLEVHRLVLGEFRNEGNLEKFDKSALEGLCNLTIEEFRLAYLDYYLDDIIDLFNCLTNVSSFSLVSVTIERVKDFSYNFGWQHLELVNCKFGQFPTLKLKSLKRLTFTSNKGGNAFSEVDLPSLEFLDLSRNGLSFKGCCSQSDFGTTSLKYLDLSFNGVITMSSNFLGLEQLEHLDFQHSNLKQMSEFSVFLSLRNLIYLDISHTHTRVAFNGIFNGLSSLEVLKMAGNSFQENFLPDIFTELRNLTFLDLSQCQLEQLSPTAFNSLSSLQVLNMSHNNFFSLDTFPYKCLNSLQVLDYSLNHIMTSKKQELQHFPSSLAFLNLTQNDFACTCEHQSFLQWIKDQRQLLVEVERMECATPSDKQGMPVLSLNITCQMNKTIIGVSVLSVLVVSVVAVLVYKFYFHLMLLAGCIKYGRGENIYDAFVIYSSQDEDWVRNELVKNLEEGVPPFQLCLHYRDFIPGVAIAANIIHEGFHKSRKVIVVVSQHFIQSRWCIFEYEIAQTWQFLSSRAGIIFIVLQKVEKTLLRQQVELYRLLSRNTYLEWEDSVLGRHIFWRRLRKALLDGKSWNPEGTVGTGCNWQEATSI
Target sequence (Q99836 whole entry, looked up): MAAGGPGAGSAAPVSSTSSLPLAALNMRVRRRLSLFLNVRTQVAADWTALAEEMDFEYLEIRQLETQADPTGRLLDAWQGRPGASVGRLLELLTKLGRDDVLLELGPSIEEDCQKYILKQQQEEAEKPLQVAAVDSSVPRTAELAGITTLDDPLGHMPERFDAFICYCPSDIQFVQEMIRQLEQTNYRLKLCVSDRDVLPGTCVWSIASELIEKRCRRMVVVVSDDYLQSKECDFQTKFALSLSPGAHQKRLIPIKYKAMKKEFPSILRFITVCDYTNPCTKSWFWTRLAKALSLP
G6PDH CS = L. mesenteroides G6PDH inhibitors, counter-screen for G6PDH-coupled screening assays, biochemical, Leuconostoc mesenteroides enzyme; Purified L. mesenteroides G6PDH, diaphorase/resazurin coupled fluorescence, 45 min; inhibition, % at 5 µM; 200,000 compounds, 0.12% hits; AID 1020, 2008; in the data active = inhibition above about 50%
STAT3 inh = IL-6 driven STAT3 reporter inhibitors, primary screen, U3A cells, luciferase, luminescence, MLSCN library; IL-6 STAT3-luciferase reporter; host cell line lacks STAT1; inhibition, % at 5.5 µM; 190,000 compounds, 0.89% hits; AID 862, 2007;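 active = inhibition above the mean inhibition across all screened compounds plus 3 SD, cut at about 44% in these data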;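 note: 0% = DMSO only wells and 100% = 100 µM nifuroxazide control wells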
STAT1 activator = STAT1 signaling activators, primary screen, cell-based, HTS, luciferase reporter; NIH 3T3 STAT1-luciferase reporter, IFN-gamma, luminescence; 100% = IFN-gamma alone, no compound; activation (% of control), % at 5.5 µM; 200,000 compounds, 2.6% hits; AID 932, 2007;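 active = activation above the screen-wide mean activation plus 3 SD, cut at about 130% in these data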;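 note: raw ratio to IFN-gamma control signal so 100% means no change and 0% no light; values of inactives mirror those of a sister screen read the other way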
Hsp70 act = Hsp70 transcriptional activators, primary screen, cell-based, HeLa, Hsp70 promoter luciferase, luminescence, 10 µM | HeLa Hsp70 promoter luciferase reporter; scaled: vehicle 0, proteasome-inhibitor control 100% | activation, % at 10 µM | 200,000 compounds, 0.04% hits | AID 1203, 2008;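 active = activation above the mean across all tested compounds plus 3 SD, cutoff set per campaign, cut at about 5.5% in these data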;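 note: 100% = MG132 at 30 µM as the positive control and 0% = DMSO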
STAT3 act = IL-6 driven STAT3 reporter potentiators, primary screen, U3A cells, luciferase, luminescence, MLSCN library; IL-6 STAT3-luciferase reporter; 100% = signal with IL-6 EC80 alone; activation (% of control), % at 5.6 µM; 190,000 compounds, 0.91% hits;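 active = activation above the screen-wide mean of compound activation plus 3 SD, cut at about 130% in these data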;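 note: 0% = background luminescence of wells with medium and substrate only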
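System – human U3A cells carrying STAT3-luciferase construct · Probe or stimulus – Interleukin-6, 33 ng/mL · Schedule – compound 1 h, then IL-6 6 h at 37 °C · Signal – luminescence from STAT3-driven luciferase reporter · Evaluation – percent of IL-6-only median luminescence · Benchmarks – IL-6-only high control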
Starred values were filed as active, the others as inactive.

SMILES	Diaph inh CS	STAT1 blocker	Diaphorase act	APP transl inh	TLR4-MyD88 BLA	G6PDH CS	STAT3 inh	STAT1 activator	Hsp70 act	STAT3 act
O=C(NN1C(=O)C2C(c3ccccc3)C=CC(c3ccccc3)C2C1=O)c1ccccc1 (centres undefined)	16	-1	0.8	1	10	-1	-8	101	0.2	106
O=C1c2ccccc2C2=Nc3ccccc3SC(c3ccc(Cl)cc3)C12 (centres undefined)	18	-9	0.8	9	11	-9	-2	108	-0.3	105
CC(C)(C)S(=O)(=O)c1ccc(S(=O)(=O)C(C)(C)C)s1	1	2	1	2	-22	-2	-1	98	0.2	104
O=C(NCc1ccccc1)N1CCN(c2ccc(F)cc2)CC1	0	3	1	-8	-2	-2	10	96	0.0	94
O=C(c1ccco1)N1CCN(S(=O)(=O)c2ccc(S(=O)(=O)NC3CCCCC3)cc2)CC1	6	4	0.9	0	-4	0	-4	97	-0.3	107
CCCOc1cccc(OCC(=O)Nc2nc3ccccc3[nH]2)c1	7	4	0.9	2	7	1	-4	98	-0.1	102
Cc1ccc(CN2C3=NC(=O)CN3c3ccccc32)cc1	13	12	0.9	-12	8	-1	-1	89	-0.3	104
CCCCn1nnc(NC(=O)COc2cc(C)ccc2C(C)C)n1	21	9	0.8	-13	-11	-18	4	93	-0.4	100
C=CCN(CCNP(=O)(OCC)OCC)CP(=O)(OCC)OCC	2	-2	1	-6	6	2	4	102	-0.4	99
CC(NC(=O)c1cccs1)C(c1cccs1)N1CCN(Cc2ccccc2)CC1 (centres undefined)	9	5	0.9	-11	1	6	14	95	-0.1	91
COC(=O)c1ccc(SC2CCCCC2)c([N+](=O)[O-])c1	12	-1	0.9	-10	-7	7	-2	101	-0.2	106
Cn1c(N2CCCC2)nc2c1c(=O)n(Cc1ccc(Cl)cc1)c(=O)n2C	18	10	0.8	-9	6	4	1	91	-0.2	103
CCOC(=O)N1CCC(NC(=O)c2ccc3nc(N4CCOCC4)sc3c2)CC1	2	-2	1	-15	-7	4	2	102	-0.1	104
COc1cc(OC)c(OC)cc1CN1CCCC(C(=O)c2ccc3c(c2)OCO3)C1 (centres undefined)	4	-4	1	9	1	11	11	102	-0.3	94
Cn1nc(-c2ccccc2)c(N2CCCCC2)cc1=O	8	1	0.9	-7	-16	7	-3	97	0.0	106
CCN(CC)S(=O)(=O)c1cccc(NC(=O)COc2ccc(Cl)cc2Br)c1	14	-3	0.9	-9	-1	-17	-2	103	-0.5	101
O=C1CCCC2=C1C(c1cccc(O)c1)c1c(ccc3ncccc13)N2 (centres undefined)	25	6	0.7	-12	-10	2	22	92	-0.3	86
Cc1ccccc1-n1c(=O)c2ccccc2n2cnnc12	16	-11	0.8	1	0	0	3	110	0.0	104
COC(=O)c1sc2ccccc2c1-n1cccc1C(=O)C(=O)Nc1ccc(Cl)cc1	10	0	0.9	-5	5	2	-1	100	-0.2	102
COC(=O)c1ccc(-c2sc3nc(N4CCOCC4)c4c(c3c2N)CCCC4)o1	31	-3	0.7	5	27*	5	16	104	0.2	87
Fc1ccccc1N1CCN(Cc2nc(-c3ccccc3)no2)CC1	16	2	0.8	-10	-9	-1	9	97	-0.1	94
COc1ccc2nc(N=Nc3c(O)ccc4ccccc34)sc2c1	4	11	1	69*	-10	0	-43	89	0.1	137*
CCOC(=O)C1=C(CSCC(=O)OC)NC(=O)NC1c1cc(C)ccc1C (centres undefined)	8	0	0.9	-4	6	2	1	100	-0.4	97
O=C(Nc1cccc(S(=O)(=O)c2cccc(NC(=O)C3CC3)c2)c1)C1CC1	15	13	0.8	-15	9	-20	24	88	-0.4	83
O=C(COC(=O)CCc1ccc(S(=O)(=O)N2CCCCC2)cc1)Nc1cccc2ccccc12	18	2	0.8	0	-17	4	-1	98	0.1	98
Cc1ccc(CSc2nc3ncccc3[nH]2)cc1	18	-8	0.8	-135	-9	0	48*	107	-0.2	61
CCN(CC)C(=O)CN(c1ccc(Cl)cc1)S(=O)(=O)c1ccccc1	5	-1	0.9	2	-2	2	3	101	-0.3	99
CCCCn1c(SCc2cccnc2)nc2c1c(=O)n(C)c(=O)n2C	13	18	0.9	-3	-10	-5	5	83	0.0	99
COc1cc(O)c(C(C)=O)cc1OC	-22	2	1.2	0	7	14	2	99	-0.1	101
COc1cc(CC(=O)N/N=C/c2ccccc2)c([N+](=O)[O-])cc1OC	1	-2	1	0	4	28	3	102	0.7	101

14 consecutive records from above:
SMILES	Diaph inh CS	STAT1 blocker	Diaphorase act	APP transl inh	TLR4-MyD88 BLA	G6PDH CS	STAT3 inh	STAT1 activator	Hsp70 act	STAT3 act
O=C(NN1C(=O)C2C(c3ccccc3)C=CC(c3ccccc3)C2C1=O)c1ccccc1 (centres undefined)	16	-1	0.8	1	10	-1	-8	101	0.2	106
O=C1c2ccccc2C2=Nc3ccccc3SC(c3ccc(Cl)cc3)C12 (centres undefined)	18	-9	0.8	9	11	-9	-2	108	-0.3	105
CC(C)(C)S(=O)(=O)c1ccc(S(=O)(=O)C(C)(C)C)s1	1	2	1	2	-22	-2	-1	98	0.2	104
O=C(NCc1ccccc1)N1CCN(c2ccc(F)cc2)CC1	0	3	1	-8	-2	-2	10	96	0.0	94
O=C(c1ccco1)N1CCN(S(=O)(=O)c2ccc(S(=O)(=O)NC3CCCCC3)cc2)CC1	6	4	0.9	0	-4	0	-4	97	-0.3	107
CCCOc1cccc(OCC(=O)Nc2nc3ccccc3[nH]2)c1	7	4	0.9	2	7	1	-4	98	-0.1	102
Cc1ccc(CN2C3=NC(=O)CN3c3ccccc32)cc1	13	12	0.9	-12	8	-1	-1	89	-0.3	104
CCCCn1nnc(NC(=O)COc2cc(C)ccc2C(C)C)n1	21	9	0.8	-13	-11	-18	4	93	-0.4	100
C=CCN(CCNP(=O)(OCC)OCC)CP(=O)(OCC)OCC	2	-2	1	-6	6	2	4	102	-0.4	99
CC(NC(=O)c1cccs1)C(c1cccs1)N1CCN(Cc2ccccc2)CC1 (centres undefined)	9	5	0.9	-11	1	6	14	95	-0.1	91
COC(=O)c1ccc(SC2CCCCC2)c([N+](=O)[O-])c1	12	-1	0.9	-10	-7	7	-2	101	-0.2	106
Cn1c(N2CCCC2)nc2c1c(=O)n(Cc1ccc(Cl)cc1)c(=O)n2C	18	10	0.8	-9	6	4	1	91	-0.2	103
CCOC(=O)N1CCC(NC(=O)c2ccc3nc(N4CCOCC4)sc3c2)CC1	2	-2	1	-15	-7	4	2	102	-0.1	104
COc1cc(OC)c(OC)cc1CN1CCCC(C(=O)c2ccc3c(c2)OCO3)C1 (centres undefined)	4	-4	1	9	1	11	11	102	-0.3	94

More compounds
SMILES	Diaph inh CS	STAT1 blocker	Diaphorase act	APP transl inh	TLR4-MyD88 BLA	G6PDH CS	STAT3 inh	STAT1 activator	Hsp70 act	STAT3 act
CC1Cc2ccccc2N1C(=S)NC(=O)c1ccc(Cl)cc1Cl (centres undefined)	16	-1	0.8	-14	-15	5	4	101	0.2	98
OCC1(Cc2cccc(Cl)c2)CCCN(Cc2ccc3cc(F)ccc3n2)C1 (centres undefined)	25	0	0.8	-5	4	15	-25	101	0.2	128
COc1cccc(C2=NOC(C(=O)NCCN3CCOCC3)C2)c1 (centres undefined)	21	-1	0.8	-1	-2	5	7	100	0.0	98
Cn1c(SCC(=O)N2CCCc3ccccc32)nnc1-c1c[nH]c2ccccc12	6	-10	0.9	-6	-13	-22	4	110	-0.2	100
CCCn1cnc2sc(CC)cc2c1=O	-2	-25	1	-18	-4	-1	6	123	-0.1	96
Cc1cc2nsnc2c(S(=O)(=O)NCC(=O)O)c1C	24	-5	0.8	-5	2	-5	-3	104	-0.5	109
O=C(NC(Cc1ccccc1)C(=O)N1CCN(c2ccccn2)CC1)c1ccco1 (centres undefined)	9	4	0.9	9	8	-6	4	96	0.2	100
Cc1c(Br)c([N+](=O)[O-])nn1CC(=O)Nc1ccc(CC#N)cc1	4	15	1	-4	-27	1	9	88	0.0	96
CC(=O)c1c(C)[nH]c(C(=O)COC(=O)CN(C)S(=O)(=O)c2ccc(Cl)cc2)c1C	5	10	0.9	6	-3	10	5	91	-0.2	96
Cc1n[nH]c(C)c1Sc1ccccc1[N+](=O)[O-]	2	4	1	-11	6	8	1	96	0.0	104
CCCCc1nnc(SCCSc2nnc(CCCC)n2N)n1N	10	2	0.9	3	5	16	3	98	0.4	99
COC(=O)CCC(=O)N1CCOCCOCCN(C(=O)CCC(=O)OC)CCOCCOCC1	-3	-1	1	-10	8	14	-6	101	-0.6	106
CCOC(=O)C1=C(CC)OC(N)=C(C#N)C1c1ccc(OC)c(OC)c1OC (centres undefined)	9	2	0.9	-1	-11	-1	4	100	-0.3	101
CC(C)CC(=O)NC(NC(=S)Nc1ccccc1)C(Cl)(Cl)Cl (centres undefined)	11	11	0.9	-14	-2	-3	11	88	-0.1	92
COc1ccc(-c2[nH]ncc2CN2CCCO2)cc1F	12	-7	0.9	-6	-8	21	8	105	0.0	103
N#Cc1ccccc1NC(=O)c1ccc(-c2ccccc2Cl)o1	9	-46	0.9	-45	-7	1	8	138*	-0.2	94
CCOC(=O)c1sc2nc(C)nc(NCc3cccnc3)c2c1C	3	12	1	-7	3	6	16	87	-0.1	91
COc1ccccc1-n1cnc(N)c1C(C)=O	18	-6	0.8	-5	-2	-9	1	106	0.2	102
Cc1nn(Cc2ccc(F)cc2)c2sc(C(=O)Nc3ccc(N4CCOCC4)cc3N3CCOCC3)cc12	16	2	0.8	-15	-5	9	0	98	-0.1	104
S=c1[nH]nc(-c2cnccn2)n1-c1ccccc1	18	2	0.8	8	0	0	-1	99	-0.4	101
